Screening results (PubChem BioAssay)
NadD inh – inhibitors of Staphylococcus aureus NadD. inhibition, % at 20 µM. purified NadD enzyme, colorimetric absorbance read-out. AID 602399. 360,000 compounds, 0.78% hits; in the data active means inhibition above about 26%; further: some compounds past the cut are filed as inactive
STEP inh – inhibitors of human striatal-enriched phosphatase STEP; P54829; recombinant STEP, OMFP fluorogenic substrate, fluorescence; inhibition, % at 20 µM; 360,000 compounds, 0.25% hits; AID 588621;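 active means inhibition at 20 µM, scaled per plate between control wells, above about 37%, limit read from the data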;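 further: 0% = DMSO with enzyme and substrate and 100% = substrate only without enzyme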
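material = STEP tyrosine phosphatase | reagent = fluorogenic phosphatase substrate OMFP at 25 µM final | doses = single compound dose of 20 µM, 1% DMSO final | schedule = 20 min reaction, room temperature, in the dark | measured by = fluorescence, 480/540 nm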
Neddyl block – blocks human cullin neddylation | 360,000 compounds, 0.58% hits | TR-FRET cullin neddylation, biochemical | calls only at 25 µM | P61081+Q13564; in the data active means inhibition above about 36%
NRP1-CendR mod – NRP-1/CendR interaction modulation; O14786; FAM-RPARPAR peptide binding to NRP-1, fluorescence polarization; inhibition, % at 25 µM; 360,000 compounds, 0.85% hits; AID 602438;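 active means inhibition or corrected inhibition above about 18%, plus a signal ratio from 0.5 to 1.5, limit read from the data, passing the limit was not always enough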; further: strong numbers were not always called active
Target sequence (O14786 whole entry, looked up): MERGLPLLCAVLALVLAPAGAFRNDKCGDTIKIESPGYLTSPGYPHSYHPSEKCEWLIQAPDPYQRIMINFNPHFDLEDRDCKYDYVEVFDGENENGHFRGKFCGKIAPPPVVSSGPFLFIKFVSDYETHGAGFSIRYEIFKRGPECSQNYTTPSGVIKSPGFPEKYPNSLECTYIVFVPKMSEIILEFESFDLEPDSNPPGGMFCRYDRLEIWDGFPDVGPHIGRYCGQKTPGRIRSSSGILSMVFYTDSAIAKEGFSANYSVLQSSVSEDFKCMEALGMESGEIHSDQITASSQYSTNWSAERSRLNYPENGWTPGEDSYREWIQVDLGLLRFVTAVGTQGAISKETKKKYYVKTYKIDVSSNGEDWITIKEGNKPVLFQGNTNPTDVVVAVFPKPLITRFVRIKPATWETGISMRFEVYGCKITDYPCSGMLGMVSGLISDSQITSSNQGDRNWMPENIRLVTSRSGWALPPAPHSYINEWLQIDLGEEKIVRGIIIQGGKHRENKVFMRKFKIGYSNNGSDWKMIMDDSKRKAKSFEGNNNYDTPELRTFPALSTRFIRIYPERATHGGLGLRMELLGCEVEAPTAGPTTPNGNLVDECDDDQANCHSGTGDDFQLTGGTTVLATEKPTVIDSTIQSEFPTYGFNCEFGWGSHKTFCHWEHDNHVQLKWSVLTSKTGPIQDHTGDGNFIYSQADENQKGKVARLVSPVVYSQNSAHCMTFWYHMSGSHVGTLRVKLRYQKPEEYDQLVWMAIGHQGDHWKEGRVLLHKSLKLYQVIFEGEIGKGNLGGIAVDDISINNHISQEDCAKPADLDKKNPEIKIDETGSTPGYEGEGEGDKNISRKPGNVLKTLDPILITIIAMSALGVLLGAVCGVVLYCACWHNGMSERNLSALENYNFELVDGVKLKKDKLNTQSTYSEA
SUMO1 PPI mod – alters human SUMO1 binding to SIM partners. inhibition, % at 20 µM. SUMO1 binding to a labelled peptide, TR-FRET, 1 h. 360,000 compounds, 0.33% hits. P63165. AID 602429; in the data active means inhibition above about 37%
Target sequence (P63165 whole entry, looked up): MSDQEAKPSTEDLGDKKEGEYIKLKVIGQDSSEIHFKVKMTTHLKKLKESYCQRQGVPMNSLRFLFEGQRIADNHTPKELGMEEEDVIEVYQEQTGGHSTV
LMPTP block – LMPTP (human) inhibition; P24666; inhibition, % at 20 µM; 360,000 compounds, 0.22% hits; recombinant LMPTP-A, OMFP fluorogenic substrate, fluorescence intensity;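 active means compounds that cut the enzyme signal by at least half of the control window in the single-dose screen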;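 further: plate controls were DMSO wells with enzyme plus substrate for no effect and substrate without enzyme for full effect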
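Buffer or medium: Bis-Tris pH 6.0, DTT, detergent; Assay system: LMPTP-A enzyme; Quantity: 0.625 nM enzyme; Detection: endpoint fluorescence intensity; Times: 50 min dark incubation at room temperature; Controls: substrate-only low control, DMSO enzyme-plus-substrate high control; Doses: single 20 µM dose; Read-out: percent inhibition versus substrate-only and uninhibited controls; Reagent: 400 µM OMFP.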
Scp1 inh – blocks human Scp-1 phosphatase activity | Recombinant Scp1, phosphopeptide, malachite green phosphate absorbance | Q9GZU7 | 340,000 compounds, 0.88% hits | inhibition, % at 20 µM;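 active means inhibition above about 50% at 20 µM, limit read from the data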;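 further: plate controls were DMSO wells with enzyme for no effect and wells lacking enzyme for full effect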
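Test system: SCP-1 phosphatase catalytic domain, residues 76-261 | Compound dosing: One concentration, 20 µM, with 1.0% DMSO | Schedule: 45 min room-temperature reaction, 5 min colour, 30 min stabiliser | Detection: Absorbance at 630 nm | Read-out basis: % inhibition of SCP-1 phosphate liberation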
SKN-1 block – C. elegans SKN-1 inhibition; C. elegans VP596 Pgst-4::GFP/RFP ratio, acrylamide-induced, 24 h; inhibition, % at 21.8 µM; 360,000 compounds, 0.49% hits; AID 624304;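 active means interference check ratio from 0.5 to 1.5 plus GFP to RFP signal ratio inhibition reaching or exceeding a fixed threshold, cut at about 30% in these data, passing the limit was not always enough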; further: some compounds called inactive have numbers as strong as hits
DNMT1 block – blocks human DNA methyltransferase DNMT1; P26358; DNMT1 molecular beacon, Hinp1I cleavage, fluorescence; AID 588458; 360,000 compounds, 0.83% hits; inhibition (reported as % activation of signal), % at 10 µM; in the data active means inhibition above about 50%
Tb MetRS inh – Trypanosoma brucei MetRS inhibition | 360,000 compounds, 0.4% hits | inhibition, % at 11.9 µM | purified T. brucei MetRS, ATP depletion, Kinase-Glo luminescence;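 active means inhibition above a per-plate cutoff of the control wells' mean inhibition plus 3 SD, cut at about 5.5% in these data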;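 further: 0% = DMSO wells median and 100% = median of wells with control inhibitor compound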
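Dosing: 11.9 µM compound single dose, 0.9% DMSO; Assay system: purified T. brucei MetRS enzyme; Measured by: Kinase-Glo luciferase luminescence reporting remaining unconsumed ATP; Schedule: 15 min plus 2 h at 25 °C.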
* hit, by the source's call.

Screening COC(c1ccccc1)c1nnc(CCC(=O)NCCc2ccc(Cl)cc2)o1 (centres undefined) returned NadD inh -6, STEP inh 0, Neddyl block inactive, NRP1-CendR mod 7, SUMO1 PPI mod 2, LMPTP block 0.1, Scp1 inh -5, SKN-1 block -4, DNMT1 block 1 and Tb MetRS inh 0.0.
For O=S(=O)(NCCc1csc(-c2cccnc2)n1)c1cccc(F)c1 the results were NadD inh -6, STEP inh 0, Neddyl block inactive, NRP1-CendR mod 3, SUMO1 PPI mod -5, LMPTP block -1.1, Scp1 inh -9, SKN-1 block -8, DNMT1 block 3 and Tb MetRS inh -0.5.
CN(C)CCNc1oc(-c2cccc(Cl)c2)nc1C#N was read as NadD inh 2, STEP inh 0, NRP1-CendR mod -1, SUMO1 PPI mod -1, LMPTP block -1.7, Scp1 inh -7, SKN-1 block -9, DNMT1 block 2 and Tb MetRS inh 0.4.
Cc1occc1-c1nnc(SCC(=O)Nc2ccccc2)n1Cc1ccccc1 was read as NadD inh -3, STEP inh 3, Neddyl block inactive, NRP1-CendR mod -8, SUMO1 PPI mod -3, LMPTP block 0.2, Scp1 inh -3, SKN-1 block 7, DNMT1 block -3 and Tb MetRS inh -0.3.
`Cc1ccc2[nH]c(=O)c(C(c3nnnn3C3CCCC3)N(Cc3cccnc3)Cc3ccco3)cc2c1` (centres undefined) gave NadD inh 5, STEP inh -1, Neddyl block inactive, NRP1-CendR mod 2, SUMO1 PPI mod -1, LMPTP block 17, Scp1 inh 4, SKN-1 block 14, DNMT1 block -4 and Tb MetRS inh 1.0.
Screening CC(=O)c1ccc(NC(=O)c2ccc(N3C(=O)c4cccnc4C3=O)cc2)cc1 returned NadD inh 6, STEP inh 2, Neddyl block inactive, NRP1-CendR mod 2, SUMO1 PPI mod 41*, LMPTP block 3.2, Scp1 inh 7, SKN-1 block 3, DNMT1 block -5 and Tb MetRS inh -0.2.
Screening O=C(NC(=O)c1cc(OCC(F)(F)F)ccc1OCC(F)(F)F)Nc1ccccc1 returned NadD inh -9, STEP inh 1, Neddyl block inactive, NRP1-CendR mod -7, SUMO1 PPI mod 0, LMPTP block 2.3, Scp1 inh -11, SKN-1 block 10, DNMT1 block 4 and Tb MetRS inh -0.8.
For O=C(NCCc1ccccc1)c1ccc(OCCOc2ccccc2)cc1 the results were NadD inh -2, STEP inh -7, Neddyl block inactive, NRP1-CendR mod -6, SUMO1 PPI mod -7, LMPTP block -0.5, Scp1 inh -7, SKN-1 block -7, DNMT1 block 4 and Tb MetRS inh 0.2.
O=C(NC(=S)NCC1CCCO1)c1ccc([N+](=O)[O-])cc1 (centres undefined) was read as NadD inh -1, STEP inh 1, Neddyl block inactive, NRP1-CendR mod 8, SUMO1 PPI mod -21, LMPTP block -0.5, Scp1 inh -5, SKN-1 block 2, DNMT1 block 0 and Tb MetRS inh -0.4.
For O=C(NNC(=S)Nc1ccccc1)c1ccc2ncccc2c1 the results were NadD inh 4, STEP inh 0, Neddyl block inactive, NRP1-CendR mod 0, SUMO1 PPI mod 0, LMPTP block -0.7, Scp1 inh 0, SKN-1 block 1, DNMT1 block -1 and Tb MetRS inh 0.9.
Nc1ncccc1C(=O)OCC(=O)N1CCN(S(=O)(=O)c2ccc(Cl)cc2)CC1 was read as NadD inh 3, STEP inh 0, Neddyl block active, NRP1-CendR mod 14, SUMO1 PPI mod 1, LMPTP block -2.0, Scp1 inh -4, SKN-1 block -1, DNMT1 block 3 and Tb MetRS inh -0.3.
Screening CCc1cc2c3c([nH]c2cc1S(=O)(=O)NCCCOC)CC(C)(C)CC3=O returned NadD inh -11, STEP inh -1, Neddyl block inactive, NRP1-CendR mod 22, SUMO1 PPI mod 1, LMPTP block -1.8, Scp1 inh -11, SKN-1 block -7, DNMT1 block -2 and Tb MetRS inh -1.3.
Screening CCOc1ccccc1-n1c(SCC(N)=O)nnc1-c1ccccc1 returned NadD inh -4, STEP inh 1, Neddyl block inactive, NRP1-CendR mod -2, SUMO1 PPI mod -3, LMPTP block -0.7, Scp1 inh -11, SKN-1 block -8, DNMT1 block 5 and Tb MetRS inh -1.6.
For O=C(COc1ccccc1)NCCSCc1ccccc1Cl the results were NadD inh -6, STEP inh -4, Neddyl block inactive, NRP1-CendR mod -6, SUMO1 PPI mod 1, LMPTP block -0.2, Scp1 inh -15, SKN-1 block 0, DNMT1 block 2 and Tb MetRS inh -0.2.
For COc1ccccc1NS(=O)(=O)c1cc(NC(=O)c2ccccc2F)ccc1N1CCOCC1 the results were NadD inh -3, STEP inh -2, Neddyl block inactive, NRP1-CendR mod -8, SUMO1 PPI mod 5, LMPTP block 1.0, Scp1 inh -9, SKN-1 block 4, DNMT1 block -15 and Tb MetRS inh -0.2.
For COc1cccc(CNC(=O)C2CCCN(S(=O)(=O)c3c(C)n[nH]c3C)C2)c1 (centres undefined) the results were NadD inh -5, STEP inh -3, Neddyl block inactive, NRP1-CendR mod 15, SUMO1 PPI mod 5, LMPTP block -4.1, Scp1 inh -2, SKN-1 block 13, DNMT1 block 3 and Tb MetRS inh 0.3.
For O=C(CSc1ccccc1)NCc1ccc(F)cc1 the results were NadD inh 2, STEP inh -1, Neddyl block inactive, NRP1-CendR mod 2, SUMO1 PPI mod 1, LMPTP block -0.1, Scp1 inh -1, SKN-1 block -5, DNMT1 block 3 and Tb MetRS inh -0.5.
`CCOc1ccc(S(=O)(=O)NC2CCCCCC2)cc1` gave NadD inh -6, STEP inh -4, Neddyl block inactive, NRP1-CendR mod -7, SUMO1 PPI mod 1, LMPTP block 0.2, Scp1 inh -8, SKN-1 block 3, DNMT1 block -3 and Tb MetRS inh -0.8.
`Cc1ccc(S(=O)(=O)N2CCOCC2)cc1NC(=O)COC(=O)c1cnccn1` gave NadD inh -3, STEP inh -5, Neddyl block inactive, NRP1-CendR mod 6, SUMO1 PPI mod -2, LMPTP block 0.2, Scp1 inh -5, SKN-1 block 16, DNMT1 block -3 and Tb MetRS inh -0.2.
`CCCN(CC(=O)Nc1ccccc1C)C(=O)c1ccc(N2CCCC(C)C2)c([N+](=O)[O-])c1` (centres undefined) gave NadD inh -10, STEP inh 3, Neddyl block inactive, NRP1-CendR mod 8, SUMO1 PPI mod -26, LMPTP block 2.1, Scp1 inh -9, SKN-1 block 5, DNMT1 block -4 and Tb MetRS inh -0.3.

Quoted at random: five compounds from above.
O=C(NC(=S)NCC1CCCO1)c1ccc([N+](=O)[O-])cc1 (centres undefined) was read as NadD inh -1, STEP inh 1, Neddyl block inactive, NRP1-CendR mod 8, SUMO1 PPI mod -21, LMPTP block -0.5, Scp1 inh -5, SKN-1 block 2, DNMT1 block 0 and Tb MetRS inh -0.4.
For O=C(NNC(=S)Nc1ccccc1)c1ccc2ncccc2c1 the results were NadD inh 4, STEP inh 0, Neddyl block inactive, NRP1-CendR mod 0, SUMO1 PPI mod 0, LMPTP block -0.7, Scp1 inh 0, SKN-1 block 1, DNMT1 block -1 and Tb MetRS inh 0.9.
CN(C)CCNc1oc(-c2cccc(Cl)c2)nc1C#N was read as NadD inh 2, STEP inh 0, NRP1-CendR mod -1, SUMO1 PPI mod -1, LMPTP block -1.7, Scp1 inh -7, SKN-1 block -9, DNMT1 block 2 and Tb MetRS inh 0.4.
Cc1occc1-c1nnc(SCC(=O)Nc2ccccc2)n1Cc1ccccc1 was read as NadD inh -3, STEP inh 3, Neddyl block inactive, NRP1-CendR mod -8, SUMO1 PPI mod -3, LMPTP block 0.2, Scp1 inh -3, SKN-1 block 7, DNMT1 block -3 and Tb MetRS inh -0.3.
For O=S(=O)(NCCc1csc(-c2cccnc2)n1)c1cccc(F)c1 the results were NadD inh -6, STEP inh 0, Neddyl block inactive, NRP1-CendR mod 3, SUMO1 PPI mod -5, LMPTP block -1.1, Scp1 inh -9, SKN-1 block -8, DNMT1 block 3 and Tb MetRS inh -0.5.

Next entries follow:
For CC(C)CN(C(=O)COC(=O)CNC(=O)c1ccccc1)c1c(N)n(Cc2ccccc2)c(=O)[nH]c1=O the results were NadD inh 3, STEP inh -1, Neddyl block inactive, NRP1-CendR mod -2, SUMO1 PPI mod -2, LMPTP block 1.9, Scp1 inh -3, SKN-1 block 1, DNMT1 block -1 and Tb MetRS inh -0.3.
COc1cccc(-c2ccc(NC(=O)C3CCCN(Cc4ccco4)C3)cc2)c1 (centres undefined) was read as NadD inh -5, STEP inh 4, Neddyl block inactive, NRP1-CendR mod 1, SUMO1 PPI mod 8, LMPTP block 1.2, Scp1 inh -2, SKN-1 block 8, DNMT1 block -12 and Tb MetRS inh -0.6.
Screening O=C(C[n+]1ccccc1)N/N=C/c1ccc(Cl)cc1 returned NadD inh 7, STEP inh -3, Neddyl block inactive, NRP1-CendR mod 18, SUMO1 PPI mod -3, LMPTP block -5.8, Scp1 inh -5, SKN-1 block -2, DNMT1 block -2 and Tb MetRS inh -0.2.
CCNC(=S)Nc1ccc(-c2nc3ccccc3[nH]2)cc1 was read as NadD inh -4, STEP inh 6, Neddyl block inactive, NRP1-CendR mod 5, SUMO1 PPI mod 2, LMPTP block 2.8, Scp1 inh -4, SKN-1 block 2, DNMT1 block -3 and Tb MetRS inh 0.7.
O=C(N/N=C/c1sc(N2CCOCC2)nc1-c1ccccc1)c1ccc(O)cc1 was read as NadD inh 20, STEP inh 1, Neddyl block active, NRP1-CendR mod 7, SUMO1 PPI mod 14, LMPTP block 1.3, Scp1 inh -7, SKN-1 block -2, DNMT1 block -3 and Tb MetRS inh -0.2.
For CC(C)Oc1ccc(C(=O)Nc2ncn[nH]2)cc1 the results were NadD inh 6, STEP inh 1, Neddyl block inactive, NRP1-CendR mod -1, SUMO1 PPI mod 4, LMPTP block -1.0, Scp1 inh -5, SKN-1 block 6, DNMT1 block -3 and Tb MetRS inh -1.2.
CCCCN(C=O)c1c(CC)nc2ccc(C(=O)NCc3ccccc3OC)cn12 was read as NadD inh 7, STEP inh 0, Neddyl block inactive, NRP1-CendR mod -3, SUMO1 PPI mod -2, LMPTP block -0.7, SKN-1 block 9, DNMT1 block -1 and Tb MetRS inh -0.3.
O=C1N(c2ccccc2)CCN1c1ccccc1 was read as NadD inh -3, STEP inh -4, Neddyl block inactive, NRP1-CendR mod 3, SUMO1 PPI mod 8, LMPTP block -0.3, Scp1 inh 0, SKN-1 block 2, DNMT1 block -1 and Tb MetRS inh -0.4.
Screening Brc1ccccc1OCCCN1CCCCCC1 returned NadD inh 1, STEP inh 0, Neddyl block inactive, NRP1-CendR mod -5, SUMO1 PPI mod -12, LMPTP block 0.4, Scp1 inh -3, SKN-1 block -5, DNMT1 block -4 and Tb MetRS inh -0.5.
